Bioassay records from PubChem BioAssay.
TDP43 rescue – TDP-43 toxicity inhibition in yeast. actives 1.8% (n = 410,000). TDP-43 expressing yeast growth rescue, BacTiter-Glo, 24 h. Potency, µM (series often up to 46.1 µM), for inactives: top-dose growth rescue (activation), most hits filed as activators; also: potency is read from the fitted curve at half-maximal effect; % of control where 0% means no effect; nearly all actives have a fitted effect of over 50% in size
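Readout is BacTiter-Glo luminescence of cell growth, so inhibitors register as activators. TDP-43-expressing yeast at OD600=0.02 in galactose medium, after raffinose pregrowth to mid-log, were incubated with compound for 24 hr at 30 deg C.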
PTHR1 ag – activates the human parathyroid hormone receptor PTHR1; HEK293 GP2 PTHR1 cells, GloSensor cAMP luminescence, 1 h; Potency, µM (series often up to 115 µM), for the others: at the top dose activation, usual class: activators; AID 743266; actives 0.075% (n = 410,000); Q03431; also: potency is read from the fitted curve at half-maximal effect; nearly all actives have a fitted effect of over 55% in size; some results filed as inactive show a strong effect at the top dose; inactives centre near -15; many of its hits are not listed in these tables
Target sequence (Q03431 whole entry, looked up): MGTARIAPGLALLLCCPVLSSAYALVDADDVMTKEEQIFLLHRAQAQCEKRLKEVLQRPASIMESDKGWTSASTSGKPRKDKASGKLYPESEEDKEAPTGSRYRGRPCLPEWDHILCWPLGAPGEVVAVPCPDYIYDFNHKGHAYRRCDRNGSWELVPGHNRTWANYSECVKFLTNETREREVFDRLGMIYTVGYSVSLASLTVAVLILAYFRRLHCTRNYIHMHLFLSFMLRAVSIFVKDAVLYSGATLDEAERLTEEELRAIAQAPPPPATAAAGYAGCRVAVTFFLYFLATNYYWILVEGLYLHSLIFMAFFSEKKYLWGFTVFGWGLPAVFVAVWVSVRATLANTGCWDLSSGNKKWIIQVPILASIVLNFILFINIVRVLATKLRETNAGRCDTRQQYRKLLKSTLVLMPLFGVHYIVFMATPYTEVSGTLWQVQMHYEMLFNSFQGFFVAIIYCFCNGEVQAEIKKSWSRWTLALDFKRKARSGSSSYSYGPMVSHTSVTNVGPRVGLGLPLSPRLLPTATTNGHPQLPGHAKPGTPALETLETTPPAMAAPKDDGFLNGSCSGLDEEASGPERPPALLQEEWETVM
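HEK-293-derived GP2 cells expressing PTHR1 and a GloSensor cAMP reporter, 3,000/well, plated overnight, given luciferin plus IBMX (each 0.5 mM as added) for 1 h at 37 °C, then compound for 1 h at 37 °C. Luminescence was read after 15 min at room temperature.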
GLP1R ag – agonists of human GLP-1 receptor; P43220; HEK293 GLP-1R CRE-luciferase, luminescence, 4-6 h; cells express a hypersensitive GLP-1R form; Potency, µM (series often up to 45.6 µM), for inactives: at the top dose activation, most hits filed as activators; actives 0.007% (n = 380,000); also: potency is read from the fitted curve at half-maximal effect; % of control where 0% means no effect
aSyn yeast inh – inhibitors of alpha-synuclein toxicity in yeast. Potency, µM (doses to about 46.1 µM), for inactives: at the top dose growth rescue (activation), usual class: activators. Yeast expressing alpha-synuclein, growth rescue, BacTiter-Glo, 24 h. AID 652106. actives 0.14% (n = 370,000); also: potency is read from the fitted curve at half-maximal effect; % of control where 0% means no effect; nearly all actives have a fitted effect of over 65% in size
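Screening used galactose-induced yeast with toxic alpha-synuclein levels, exposed to compound for 24 hr at 30 deg C. Cell growth, read with BacTiter-Glo luminescence, gave the measured signal.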
Abeta rescue – A-beta toxicity reversal in yeast; yeast expressing A-beta42, growth rescue, OD600, 48 h; response scale: 0% DMSO, 100% iron-clioquinol control; Potency, µM (doses to about 46.1 µM), without a hit: at the highest dose growth rescue, usual class: activators; actives 0.063% (n = 410,000); AID 1347071; also: potency is read from the fitted curve at half-maximal effect; nearly all actives have a fitted effect of over 55% in size
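Yeast growth medium received pinned compounds, then yeast cells expressing toxic A-beta were added; plates incubated at 30 C for 48 hr. Growth read as absorbance at 600 nm, normalized to DMSO and equimolar FeCl3 plus clioquinol controls.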
D3 antag – antagonists of human D3 dopamine receptor | P35462 | D3R cells, DiscoveRx beta-arrestin luminescence, antagonist mode; stronger effect = lower value | max response, negative = inhibition, % | actives 2.5% (n = 360,000); in the data active = max response below about -50%; inconclusive = no clear call, values can overlap the other calls; also: % is scaled to controls: 0 for no effect and ±100 for the full control effect; mostly tested at two doses, the higher about 12 µM
Target sequence (P35462 whole entry, looked up): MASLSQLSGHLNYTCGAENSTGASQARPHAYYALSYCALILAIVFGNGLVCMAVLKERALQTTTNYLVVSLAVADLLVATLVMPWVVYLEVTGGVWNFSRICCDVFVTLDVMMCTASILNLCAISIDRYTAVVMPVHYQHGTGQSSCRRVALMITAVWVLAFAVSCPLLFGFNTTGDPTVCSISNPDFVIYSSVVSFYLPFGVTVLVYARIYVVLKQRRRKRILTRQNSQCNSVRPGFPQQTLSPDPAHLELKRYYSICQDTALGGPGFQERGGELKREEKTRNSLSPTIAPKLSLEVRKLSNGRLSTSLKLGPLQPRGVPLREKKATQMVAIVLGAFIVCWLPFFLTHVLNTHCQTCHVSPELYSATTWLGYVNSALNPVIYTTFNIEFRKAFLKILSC
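Cells plated overnight at 1500 cells/well, then exposed to library compounds with dopamine controls for 90 minutes at 37 degrees C. DiscoveRx reagent added for 30–60 minutes at room temperature; luminescence read, quantitative HTS format.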
Akt phos inh – Akt phosphorylation inhibition; Neuro2A IGF-stimulated pAkt S473 HTRF, 20 min; stronger effect = lower value; activity change, % for hits at 50 µM; actives 0.32% (n = 360,000); AID 651550; in the data active = activity change below about -80%; inconclusive = mostly about -51% to -80%; also: % is scaled to controls: 0 for no effect and ±100 for the full control effect
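Neuro2A cells (4,500/well, DMEM with 0.5% FBS) were treated with compound at a single 50 µM final concentration, stimulated with 6 nM IGF for 20 min at 37 °C, and lysed. Phospho-Akt Ser473 was read by HTRF as 665/615 ratio ×10^4.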
GLP-1R inv ag – inverse agonists of human GLP-1 receptor; P43220; HEK293 GLP-1R CRE-luciferase, luminescence, 24 h; GLP-1R form is constitutively active; Potency, µM (doses to about 38.3 µM), for the others: top-dose activity change, negative = inhibition, usual class: inhibitors; actives 1.6% (n = 410,000); also: potency is read from the fitted curve at half-maximal effect; % is scaled to controls: 0 for no effect and ±100 for the full control effect; nearly all actives have a fitted effect of over 55% in size
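qHTS in 1536-well format: reporter HEK293 cells expressing constitutive GLP-1R activity in DMEM + 10% Nu serum, 24 hr with compounds at 37 deg C, luminescence read after 12 min with detection reagent.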
FUS yeast rescue – rescues growth of FUS-expressing yeast; S. cerevisiae FUS-expressing, growth rescue, OD600, 24 h; Potency, µM (highest dose often 76.6 µM), for inactives: at the top dose growth rescue (activation), hits mostly activators; actives 0.24% (n = 390,000);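 also: potency is read from the fitted curve at half-maximal effect; plate controls were DMSO vehicle for no effect and reference control for full effect; nearly all actives have a fitted effect of over 55% in size; some results filed as inactive show a strong effect at the top dose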
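S. cerevisiae expressing FUS from galactose induction served as the toxicity model. Growth after 24hr at 30C, read as absorbance at 600 nm, indicates suppression of toxicity; compounds dosed at several concentrations.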
Numbers without * were called inactive; i = inactive; u = inconclusive; x = no result given; & = joins results of further samples; [ ] = dose if it differs, or a comment. Unless noted, calls follow the shape of the dose curve; as a rule, active = well fitted curve in the direction sought with a large enough effect; inconclusive = small, poorly fitted or top-dose-only effect, or another doubt; inactive = no such curve, though single readings can be large; an effect the other way counts as inactive or inconclusive.

Below each SMILES – Abeta rescue, FUS yeast rescue, TDP43 rescue, GLP-1R inv ag, Akt phos inh, aSyn yeast inh, GLP1R ag, PTHR1 ag, D3 antag
- c1ccc(N2CCN(Cc3nc4ccccc4[nH]3)CC2)nc1
    1.4%, 33.9%, -4.7%, -11.8%, i, -8.0%, 9.9%, -17.9%, 3.5
- COc1cc(C)c(NC(=S)Nc2ccc(Cl)c(Cl)c2)cc1OC
    18.2%, 24.5%, 17.1%, -4.2%, i, -20.3%, 1.7%, -35.8%[inhibitor], u
- COc1cc(OC)cc(-c2c(-c3cccs3)c3cc(Br)ccc3n2C)c1
    4.6%, -6.1%, 2.2%, u, i, 6.0%, 4.4%, i, -29.8
- COc1ccccc1C(CCNCc1ccc(N(C)C)cc1)c1ccc(OC(C)C)cc1 (configuration not stated)
    -22.0%, 9.1%, -24.2%, u, i, -14.6%, -0.5%, -18.4%, u
- CCOC(=O)N1CCN(S(=O)(=O)N2CCCC(C(=O)NCCc3ccccc3)C2)CC1 (configuration not stated)
    18.8%, -1.5%, 15.1%, u, i, 0.2%, 8.1%, i, 1.0
- O=C(O)Cn1c(=S)sc2ccccc21
    -9.9%, 4.8%, 8.9%[9.22 µM], -9.7%[7.66 µM], i, 5.0%, 1.7%, i, -2.6
- CSc1ncc(C(=O)N2CCN(c3cc(Cl)ccc3C)CC2)c(C)n1
    -1.1%, -17.6%, 19.2%, -4.4%, x, x, x, -11.3%, x
- CCCCn1c(SCC(=O)N(C)C2CCS(=O)(=O)C2)nc2cc(S(N)(=O)=O)ccc21 (configuration not stated)
    -0.6%, -21.9%, 3.3%, 2.4%, i, -0.9%, 2.4%, i, -1.2
- COc1ccc(CCNC(=O)CSc2nc3[nH]ncc3c(=O)[nH]2)cc1OC
    -11.9%, -4.8%, -1.2%, 0.4%, i, -14.2%, 1.0%, i, 3.3
- CCn1c(SCc2ccccc2Cl)nc2nc3c(cc2c1=O)CCCC3
    -8.4%, 30.7%, u, -2.9%, i, 3.0%, 1.8%, i, -24.1
- N#Cc1ccccc1OCC(=O)OCC(=O)Nc1ccc2c(c1)OCO2
    -12.0%, 16.1%, -9.2%, 4.3%, i, -1.9%, 1.0%, u, -18.3
- Cc1ccccc1CN1CCN(C(=O)[C@H]2O[C@@H](n3ccc(=O)[nH]c3=O)[C@H](O)[C@@H]2O)CC1
    -12.6%, -10.1%, 6.2%, -1.4%, i, -14.2%, -0.7%, 3.0%, -6.4
- Cc1cc(C)c2nc(NC(=O)C3CSC4(C)CCC(=O)N34)sc2c1 (configuration not stated)
    -15.0%, -4.9%, 3.8%, u, i, 0.9%, -3.8%, i, 23.6
- CCN(C(=O)CN1C(=O)/C(=C/c2ccccc2F)SC1=S)C1CCS(=O)(=O)C1 (configuration not stated)
    x, -8.5%, 9.7%, 10.6%, i, 2.3%, 14.7%, i, 21.4
- COc1ccc(/C=N/n2cncn2)cc1CSc1ccccn1
    17.2%, 0.7%, 7.0%, 84.1%[activator], i, 9.0%, 16.5%, i, 4.7
- Cc1ccc(C(C)C)c(OCc2nnc(SCC(=O)Nc3nccs3)n2C)c1
    9.4%, 9.4%, -10.7%, -5.8%, x, 4.0%, 2.1%, i, 19.4
- COc1ccc(C(=O)Nc2cccc(C(=O)N3CCCC3)c2)cc1
    6.8%, 12.7%, -11.2%, 0.0%, i, -5.6%, 3.3%, -10.4%[57.5 µM], -8.0
- CC(C)(C)c1ccc(-c2nc(-c3ccncc3)no2)cc1
    -33.6%[inhibitor], x, u, -2.8%, i, 0.2%, 3.8%, -26.9%, 21.8
- CCOc1ccc(S(=O)(=O)N2CCN(Cc3ccccc3)CC2)cc1
    11.6%, 6.7%, -17.4%, u, i, -3.1%, 0.0%, -25.2%, -28.6
- CCOC(=O)C1CCC(=O)C1 (configuration not stated)
    8.6%, 11.3%, -6.8%, -16.4%, i, -0.3%, 4.3%, -3.9%, 8.1
- COc1ccc(OC)c(NC2=NC3(CCCC3)N=C(N)N2)c1
    15.4%, 22.7%, -4.2%, -2.3%, i, 1.2%, 4.1%, i, -57.6*
- CCCNC(=O)N[C@@H](Cc1ccccc1)C(=O)OC
    5.2%, 3.2%, -10.4%, 21.5%, i, 6.9%, -15.8%, i, 15.0
- CCC(=O)Nc1ccc(NC(=O)Cc2ccccc2)cn1
    22.6%, 3.3%, 18.6%, -14.8%, i, 3.4%, -1.6%, -8.5%, -15.0
- CN(Cc1ccccc1)S(=O)(=O)c1ccccc1[N+](=O)[O-]
    5.5%, -3.6%, u, -3.4%, i, 17.1%, 5.5%, -13.7%, -2.7
- CN1CCN(c2nc(-c3ccccc3)cc(C(F)(F)F)n2)CC1
    6.3%, -5.6%, 0.3%, u, i, -4.3%, -0.7%, -4.3%[57.5 µM], -69.7*
- COc1cccc(CNC(=O)c2ccc(-c3nc(CS(=O)c4ccccc4)c(C)o3)cc2)c1 (configuration not stated)
    -7.0%, u, 1.4%, -16.9%, x, x, x, i, x
- C#CCCCc1nc2ccccc2c(=O)n1N
    0.5%, 29.7%, 1.7%, 19.4%, i, -2.5%, 7.8%, -13.4%, -10.6
- CC(=O)c1c(C)oc(C)c1CSCc1ccc(C(=O)O)o1
    4.1%, 30.9%, -7.8%, 0.0%, i, u, 5.0%, 0.7%, -19.4
- CC(C)[C@@H]1CC2=C(C(=O)OC(C)(C)O2)[C@H](CCc2ccccc2)O1
    -25.2%, 6.2%, -9.7%, u, i, 12.7%, 3.1%, -21.4%, 0.0
- Cc1cccc(N2CCN(C(=O)c3ccc4c(Cl)c5c(nc4c3)CCCC5)CC2C)c1 (configuration not stated)
    0.6%, -30.9%, u, -14.4%, x, x, -1.7%, -35.3%[inhibitor], x
- CCOC(=O)Nc1ccc(S(=O)(=O)Nc2nccc(C)n2)cc1
    21.9%, 15.0%, 14.8%, 1.4%, x, x, 5.0%, i, -25.1
- OC1CCCN(Cc2ccc3ccc4cccc5ccc2c3c45)C1 (configuration not stated)
    -8.5%, 3.6%, -28.3%, -6.4%, i, 0.0%, -9.9%, -11.9%[57.5 µM], u
- CCOC(=O)C1C2C=CC3(CN(Cc4cccs4)C(=O)C13)O2 (configuration not stated)
    9.7%, -13.0%, 8.9%, 10.0%, i, -5.5%, 0.5%, i, 6.0
- COc1ccccc1C(=O)Nc1nc2cc3c(cc2s1)OCO3
    -1.9%, 14.6%, 0.5%, 36.3%[activator], i, -8.8%, 6.9%, -4.8%, 5.4
- COC(=O)c1ccccc1NC(=O)CCCn1nc(C)c2c(C)n(-c3ccccc3)nc2c1=O
    17.6%&-4.8%, -6.2%&-5.9%, 10.6%&-5.7%, -4.1%&4.0%, i, -4.0%, -5.3%, -9.0%&14.2%, -0.7
- CC(C)(C)OC(=O)NCC12C=CC(O1)C1C(=O)N(Cc3ccccc3)C(=O)C12 (configuration not stated)
    -77.3%[inhibitor], -1.1%, u, u, i, -18.3%, -18.9%, -33.0%, 22.5
- COc1ccc(C2=Nc3ccccc3OC2)cc1
    -4.7%, 14.0%, -2.6%, 2.1%, i, -12.6%, -2.3%, -6.6%, 0.0
- CN(Cc1ccccc1)C(=O)COC(=O)c1c[nH]c2ccccc12
    3.4%, -3.5%, 12.6%, u, i, 6.4%, 22.4%, -31.2%[inhibitor], -10.7
- Cc1cc(OC(C)C(=O)N2CCN(c3ccccc3)CC2)c2c(C)c(C)c(=O)oc2c1 (configuration not stated)
    -28.8%, 1.7%, 7.6%, 10.2%, i, -8.2%, 7.2%, i, 34.3
- CC12CCC(C(=O)NNC(=O)c3ccccc3)(OC1=O)C2(C)C (configuration not stated)
    -11.5%, 23.0%, -1.0%, 4.5%, i, 9.3%, -1.4%, -23.7%, 12.3
- O=S(=O)(NC1Cc2ccccc2C1)c1ccccc1
    8.4%, -5.5%, u, u, i, 7.4%, -7.3%, -40.8%[inhibitor], -4.5
- Cc1ccc(-c2nn(-c3ccccc3)cc2C(=O)OCC(=O)Nc2ncc(Cl)cc2Cl)cc1
    8.7%, x, 13.9%, -16.2%, i, -6.4%, -0.6%, -10.6%, -23.3
- CCN1c2cc(C)ccc2-n2cccc2C12CCN(C(=O)Nc1cc(OC)c(OC)c(OC)c1)CC2
    0.9%, u, 4.9%, 11.2µM*, x, x, x, i, x
- O=C(O)C1CCN(C(=O)CSc2nc3ccccc3c(=O)n2Cc2ccccc2)CC1
    11.1%, 23.1%, 1.1%, 7.7%, i, 2.1%, 9.2%, i, 5.4
- Cc1cccc(C)c1OCc1cc(C(=O)NCC2CC2)no1
    13.6%, 0.3%, u, u, i, 3.1%, 8.1%, -4.6%, 0.8
- c1ccc(Oc2cccc(CN3CCCCC3)c2)cc1
    -5.1%, -30.3%, -6.1%, -20.6%, i, 1.7%, -2.9%, -4.7%[57.5 µM], -29.5
- Cc1ccc(C(=O)/C=C/c2cn(CC(O)CN3CCc4ccccc43)c3ccccc23)cc1 (configuration not stated)
    -0.9%, u, 1.1%[9.22 µM], u, x, x, x, -17.0%, x
- Cc1cccc(S(=O)(=O)NC(=O)C2(C)CCN2C(=O)Cc2ccc(Cl)cc2Cl)c1 (configuration not stated)
    18.0%, 6.4%, 0.0%, -10.8%, i, 0.9%, -1.1%, -24.2%, 25.0

Profiles, looked up by structure. Values in the order: Abeta rescue, FUS yeast rescue, TDP43 rescue, GLP-1R inv ag, Akt phos inh, aSyn yeast inh, GLP1R ag, PTHR1 ag, D3 antag
CCN1c2cc(C)ccc2-n2cccc2C12CCN(C(=O)Nc1cc(OC)c(OC)c(OC)c1)CC2 across the screens: 0.9%, u, 4.9%, 11.2µM*, x, x, x, i, x
COc1ccccc1C(=O)Nc1nc2cc3c(cc2s1)OCO3 across the screens: -1.9%, 14.6%, 0.5%, 36.3%[activator], i, -8.8%, 6.9%, -4.8%, 5.4

The list is partial; the hit share may differ from the screen's.
